TNAP act mid DEA – human TNAP activation, intermediate phosphate acceptor. activation factor at 20 µM. AID 813. purified TNAP, CDP-star luminescence, 100 mM DEA, 30 min; hits give high values; scale: 0 levamisole-inhibited, 1 vehicle-only enzyme. 64,000 tested, under 10 active;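 active = activation factor of at least 2 at 20 µM, relative to controls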
tolC growth inh – blocks growth of E. coli BW25113 tolC mutant; OD615; AID 573; growth inhibition, % at 10 µM (by protocol); hit rate 2.2% among 65,000;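 active = growth inhibition at or above a cutoff equal to the mean over every tested compound plus 3 SD, cut at about 60% in these data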;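 note: growth measured after 20 h incubation at 37 °C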
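Assay system: tolC-deleted E. coli BW25113. Medium: kanamycin-containing LB broth (50 µg/mL). Dosing: 10 µM final, single dose. Timing: bacterial growth with compound for 20 h at 37 °C. Detection: A615 absorbance measurement. Read-out basis: growth inhibition in percent.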
Ec RNAP inh – inhibitors of Escherichia coli RNA polymerase; E. coli RNA polymerase, fluorescence transcription assay; P0A8V2; AID 559; hit rate 0.2% among 62,000; inhibition, %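 (tested at 10 µM)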; in the data active = inhibition above about 20%;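 note: 0% = enzyme without compound and 100% = no enzyme blank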
Target sequence (P0A8V2 whole entry, looked up): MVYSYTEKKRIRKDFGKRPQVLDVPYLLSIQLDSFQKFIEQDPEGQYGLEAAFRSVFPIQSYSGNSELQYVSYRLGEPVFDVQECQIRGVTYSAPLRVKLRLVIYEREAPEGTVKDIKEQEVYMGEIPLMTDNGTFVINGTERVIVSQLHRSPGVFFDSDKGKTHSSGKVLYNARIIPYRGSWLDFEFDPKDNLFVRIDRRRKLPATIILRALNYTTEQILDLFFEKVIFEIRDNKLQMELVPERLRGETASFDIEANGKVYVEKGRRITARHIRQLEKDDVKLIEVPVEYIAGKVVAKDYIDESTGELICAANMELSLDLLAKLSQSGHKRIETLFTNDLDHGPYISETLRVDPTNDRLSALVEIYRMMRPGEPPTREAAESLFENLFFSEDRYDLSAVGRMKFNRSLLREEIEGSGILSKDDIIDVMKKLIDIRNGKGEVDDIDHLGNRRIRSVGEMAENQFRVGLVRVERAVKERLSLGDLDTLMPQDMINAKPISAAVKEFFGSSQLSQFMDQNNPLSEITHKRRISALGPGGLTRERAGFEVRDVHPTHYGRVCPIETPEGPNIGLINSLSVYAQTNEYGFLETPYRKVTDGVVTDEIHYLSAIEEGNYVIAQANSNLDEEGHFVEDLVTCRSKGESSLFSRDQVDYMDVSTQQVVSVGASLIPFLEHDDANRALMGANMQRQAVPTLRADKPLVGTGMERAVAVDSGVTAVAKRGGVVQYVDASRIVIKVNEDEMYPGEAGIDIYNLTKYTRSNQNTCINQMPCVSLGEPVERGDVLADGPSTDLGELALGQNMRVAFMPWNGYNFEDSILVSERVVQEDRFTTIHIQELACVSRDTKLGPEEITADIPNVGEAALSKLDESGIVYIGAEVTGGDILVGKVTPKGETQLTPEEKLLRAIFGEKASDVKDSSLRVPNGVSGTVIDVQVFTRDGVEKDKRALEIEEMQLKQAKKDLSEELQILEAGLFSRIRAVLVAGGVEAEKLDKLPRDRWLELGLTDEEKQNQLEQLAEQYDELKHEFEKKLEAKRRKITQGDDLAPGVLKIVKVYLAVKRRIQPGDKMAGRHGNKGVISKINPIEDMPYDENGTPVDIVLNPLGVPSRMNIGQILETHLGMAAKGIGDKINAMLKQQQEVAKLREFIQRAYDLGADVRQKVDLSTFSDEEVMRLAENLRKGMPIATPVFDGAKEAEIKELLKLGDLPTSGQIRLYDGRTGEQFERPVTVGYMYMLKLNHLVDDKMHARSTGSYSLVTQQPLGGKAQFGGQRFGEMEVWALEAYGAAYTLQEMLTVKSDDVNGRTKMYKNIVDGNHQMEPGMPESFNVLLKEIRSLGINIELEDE
M1 antagonist – M1 muscarinic receptor (rat) antagonism | hit rate 3.4% among 64,000 | B-score at 10 µM | P08482 | CHO-M1 cells, Fluo-4 calcium, ACh EC80 antagonist mode; hits give low values | AID 628;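 active = calcium fluorescence response, raw or row-and-column corrected B-score, differing from the plate sample mean either way at a set confidence level, mostly lower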
RORA act – activators of human nuclear receptor RORA; P35398; CHO-K1 Gal4-RORA LBD luciferase reporter, luminescence; percent increase over mock-subtracted basal signal; activation, % at 10 µM; hit rate 1.5% among 65,000; AID 560;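 active = activation above the mean of all tested compounds plus 3 SD, cut at about 49% in these data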;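 note: 0% = DMSO-treated RORA cells and 100% = added signal equal to DMSO minus mock-transfected cells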
Autofluor 339 – intrinsic fluorescence of library compounds, ex339/em460 – biochemical, MLSMR library, data from DPM-DC assay, artefact control, profiling panel; compound autofluorescence, ex339/em460 nm, NADH buffer; hits give high values; 1 = no-compound wells, NADH background; fluorescence fold increase at 10 µM; hit rate 5.5% among 65,000; AID 709;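 active = at 10 µM, mean starting fluorescence two-fold or more over control wells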;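 note: signal is the first read of a kinetic run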
SF1 activator – activates the human nuclear receptor SF-1 | AID 522 | CHO-K1 Gal4-SF-1 LBD luciferase reporter; % increase over DMSO SF-1-specific signal | activation, % at 10 µM | hit rate 1.9% among 65,000 | Q13285;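 active = activation above the mean activation of all tested compounds plus 3 SD, cut at about 50% in these data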
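Assay system: CHO-K1 cells co-transfected with Gal4 DBD–human SF-1 LBD, 5xGal4 luciferase reporter / Input: 4,000 cells per well / Incubation: 20 h compound exposure at 37 °C after 1 h cell settling / Detection: SteadyLite luciferase luminescence / Control set: DMSO negative control and −SF1 background wells / Replication: one test per compound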
NADH coupling – blocks coupling enzymes of NAD/NADH assays; IC50, µM (doses to about 10 µM), without a hit: top-dose inhibition; coupled PK/LDH NADH assays, four targets; AID 774; hit rate 0.02% among 65,000;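 active = single-dose screening hits from any of four coupled enzyme assays that gave an IC50 when retested across doses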;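 note: the DPM-DC format reads NADH fluorescence rather than 340 nm absorbance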
M1 agonist – activates the M1 muscarinic receptor | hit rate 3% among 64,000 | B-score at 10 µM | AID 626 | CHO-M1 cells, Fluo-4 calcium fluorescence, agonist mode; hits give high values;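 active = fluorescence rise, raw or as B-score row- and column-corrected plate score, outside the 99.7% band of its plate's samples, either direction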
Active calls of the source: *; nt = not tested or not shown.

Sample of the layout:
item	SMILES	TNAP act mid DEA	tolC growth inh	Ec RNAP inh	M1 antagonist	RORA act
1	COc1ccc(NC(=O)C2CCN(S(=O)(=O)c3cccc4cccnc34)CC2)cc1	0.9	-18	1	0.66	-2
2	Cc1nc2ccc(NC3=NCCCCC3)cc2s1	0.9	-4	0	-1.7	-16
3	CCCN(Cc1cc2ccc(C)cc2[nH]c1=O)C(=O)c1cccnc1	0.9	-8	6	-0.28	-11
4	Cc1cc(N)n(-c2nc(-c3cccnc3)nc3ccccc23)n1	0.9	-11	12	-0.56	4
5	Cc1cc(C)nc(NS(=O)(=O)c2ccc(NC(=O)NC3CCCCC3)cc2)n1	0.9	15	4	0	-3
6	CCCCCCc1cc2cc(-c3nnc(-c4ccccc4O)o3)c(=O)oc2cc1O	0.8	13	9	3.3*	-12
7	Oc1ccc(CN2CCCCC2)nc1-c1ccccc1	0.9	-17	7	-1.5	-14
8	COc1ccc(Cl)cc1NC(=O)CN(C(=O)c1ccco1)C1CCCCC1	1	12	16	-0.81	-21
9	c1cc2cn[nH]c2cc1NC1CCCCCC1	0.9	16	nt	0.84	-2
10	Cc1ccc(C(=O)Nc2cc(=O)n(C)c(=O)n2C)cc1C	0.9	-3	3	-0.074	-19

item	Autofluor 339	SF1 activator	NADH coupling	M1 agonist
1	1.1	-5	6%	-0.47
2	1.1	1	9%	-0.2
3	1.4	14	2%	-0.035
4	1.1	27	6%	5.6*
5	1.1	6	3%	0.84
6	1.7	-14	11%	317*
7	3.3*	14	5%	0.08
8	1.1	-21	7%	-0.72
9	1.2	-6	2%	0.076
10	0.99	6	8%	0.082

item	SMILES	TNAP act mid DEA	tolC growth inh	Ec RNAP inh	M1 antagonist	RORA act
11	Cc1ccc(C2SCC(=O)N2Cc2cn3ccsc3n2)o1 (stereo not drawn)	0.9	-5	0	0.14	8
12	N#Cc1ccc(Sc2nc3ccccc3[nH]2)cc1C#N	1	5	2	1.2	-1
13	Cc1ccc2nc(C)c(C)nc2c1N	1	-22	-6	0.00094	-5
14	COC(=O)c1[nH]c2ccccc2c1NC(=O)CN1CCN(Cc2ccc3c(c2)OCO3)CC1	1	23	0	-1.6	-7
15	CCN(CC)c1ccc(NC(=O)CN2CCN(CC(=O)Nc3ccc(F)cc3)CC2)cc1	0.9	-6	5	-0.29	2

item	Autofluor 339	SF1 activator	NADH coupling	M1 agonist
11	1	7	9%	-0.05
12	1.1	-1	2%	0.42
13	1.1	-6	10%	-0.0064
14	1.6	-1	9%	0.17
15	1.1	5	2%	0.07

All compounds of this part, from the first entry:
item	SMILES	TNAP act mid DEA	tolC growth inh	Ec RNAP inh	M1 antagonist	RORA act
1	COc1ccc(NC(=O)C2CCN(S(=O)(=O)c3cccc4cccnc34)CC2)cc1	0.9	-18	1	0.66	-2
2	Cc1nc2ccc(NC3=NCCCCC3)cc2s1	0.9	-4	0	-1.7	-16
3	CCCN(Cc1cc2ccc(C)cc2[nH]c1=O)C(=O)c1cccnc1	0.9	-8	6	-0.28	-11
4	Cc1cc(N)n(-c2nc(-c3cccnc3)nc3ccccc23)n1	0.9	-11	12	-0.56	4
5	Cc1cc(C)nc(NS(=O)(=O)c2ccc(NC(=O)NC3CCCCC3)cc2)n1	0.9	15	4	0	-3
6	CCCCCCc1cc2cc(-c3nnc(-c4ccccc4O)o3)c(=O)oc2cc1O	0.8	13	9	3.3*	-12
7	Oc1ccc(CN2CCCCC2)nc1-c1ccccc1	0.9	-17	7	-1.5	-14
8	COc1ccc(Cl)cc1NC(=O)CN(C(=O)c1ccco1)C1CCCCC1	1	12	16	-0.81	-21

item	Autofluor 339	SF1 activator	NADH coupling	M1 agonist
1	1.1	-5	6%	-0.47
2	1.1	1	9%	-0.2
3	1.4	14	2%	-0.035
4	1.1	27	6%	5.6*
5	1.1	6	3%	0.84
6	1.7	-14	11%	317*
7	3.3*	14	5%	0.08
8	1.1	-21	7%	-0.72

The results go on:
item	SMILES	TNAP act mid DEA	tolC growth inh	Ec RNAP inh	M1 antagonist	RORA act
9	c1cc2cn[nH]c2cc1NC1CCCCCC1	0.9	16	nt	0.84	-2
10	Cc1ccc(C(=O)Nc2cc(=O)n(C)c(=O)n2C)cc1C	0.9	-3	3	-0.074	-19
11	Cc1ccc(C2SCC(=O)N2Cc2cn3ccsc3n2)o1 (stereo not drawn)	0.9	-5	0	0.14	8
12	N#Cc1ccc(Sc2nc3ccccc3[nH]2)cc1C#N	1	5	2	1.2	-1
13	Cc1ccc2nc(C)c(C)nc2c1N	1	-22	-6	0.00094	-5
14	COC(=O)c1[nH]c2ccccc2c1NC(=O)CN1CCN(Cc2ccc3c(c2)OCO3)CC1	1	23	0	-1.6	-7
15	CCN(CC)c1ccc(NC(=O)CN2CCN(CC(=O)Nc3ccc(F)cc3)CC2)cc1	0.9	-6	5	-0.29	2
16	O=C(Cn1cnc2ccccc2c1=O)c1ccc2c(c1)OCCO2	1	-10	-2	-0.44	39

item	Autofluor 339	SF1 activator	NADH coupling	M1 agonist
9	1.2	-6	2%	0.076
10	0.99	6	8%	0.082
11	1	7	9%	-0.05
12	1.1	-1	2%	0.42
13	1.1	-6	10%	-0.0064
14	1.6	-1	9%	0.17
15	1.1	5	2%	0.07
16	1.2	75*	2%	-1.3

The list goes on.
item	SMILES	TNAP act mid DEA	tolC growth inh	Ec RNAP inh	M1 antagonist	RORA act
17	CCCC(=O)NC(c1ccco1)c1cc(Cl)c2cccnc2c1O (stereo not drawn)	1	11	nt	-0.013	2
18	O=C(CC(c1ccc(F)cc1)c1ccco1)N1CCCC1 (stereo not drawn)	0.7	2	0	0.071	-7
19	CC(Oc1ccc(Cl)cc1Cl)C(=O)NCc1ccncc1 (stereo not drawn)	1	8	10	-2.4*	-14
20	CCCCCCC(c1c(C)n(C)n(-c2ccccc2)c1=O)c1c(C)n(C)n(-c2ccccc2)c1=O	0.9	51	2	0.35	-20
21	COc1ccc(CNC(=O)c2cc3c(=O)n4ccccc4nc3n(Cc3ccco3)c2=N)cc1	0.8	14	3	0.13	5
22	CCOC(=O)Cc1cnc(NC(=O)NC(C(=O)OCC)(c2ccccc2)C(F)(F)F)s1 (stereo not drawn)	0.9	3	8	-0.33	-19
23	CC1(C)Cc2nc3oc4c(=S)nc[nH]c4c3cc2CO1	1	-23	3	nt	40
24	O=C1COc2ccc(OCc3ccc(F)cc3)cc21	0.9	nt	-1	-0.65	78*

item	Autofluor 339	SF1 activator	NADH coupling	M1 agonist
17	1.1	-34	0%	-0.33
18	1.1	12	4%	0.17
19	1.1	-4	4%	0.64
20	1	21	1%	0.79
21	1.3	-11	2%	0.77
22	1.1	0	5%	-0.5
23	1.1	9	6%	nt
24	1.1	8	8%	-0.073

More compounds follow.
item	SMILES	TNAP act mid DEA	tolC growth inh	Ec RNAP inh	M1 antagonist	RORA act
25	Cc1ccc(CNc2ncc(-c3ccc4c(c3)OCO4)n2C)cc1	0.9	-23	-3	-2.9*	-12
26	COC(=O)CSc1cc(SCC(=O)OC)c(C#N)c(SCC(=O)OC)c1	0.9	-10	4	-1.1	-10
27	CCOc1c(Cl)cc(C(=O)NCCN2CCCCC2)cc1Cl	0.9	5	4	-1.4	11
28	Cc1ccc(NC(=O)CS(=O)CC(=O)NC(C)CCc2ccco2)cc1Cl (stereo not drawn)	0.9	9	-1	-1.3	-15
29	Cn1c(CCCNC(=O)c2cccs2)nc2ccccc21	nt	-14	nt	0.015	-9
30	CN(CCC#N)c1ncnc2scc(-c3ccccc3)c12	0.9	nt	7	-0.38	-14
31	O=C(CC(c1ccccc1)c1cc(Br)ccc1O)NCCN1CCOCC1 (stereo not drawn)	1	11	3	-0.97	-2
32	Cc1cc(NC(=O)CSc2nc(-c3cccnc3)ccc2C#N)no1	0.9	6	9	-0.014	-1

item	Autofluor 339	SF1 activator	NADH coupling	M1 agonist
25	1.1	-1	6%	-0.056
26	1.1	4	6%	9.5*
27	1.1	4	3%	-0.65
28	1.1	12	7%	0.64
29	1.1	3	2%	-0.24
30	0.99	-20	7%	-0.24
31	1.1	7	1%	-0.075
32	1.3	6	4%	-1.2

The list continues.
item	SMILES	TNAP act mid DEA	tolC growth inh	Ec RNAP inh	M1 antagonist	RORA act
33	Nn1c(COc2ccccc2)nnc1SCC(=O)O	1	-9	5	0.97	-1
34	COc1ccc(C(=O)NC2(C(F)(F)F)N=C3SCCN3C2=O)cc1 (stereo not drawn)	1	-27	3	0.89	-6
35	Cn1cc(Cl)c(C(=O)NC2CCCC2)n1	0.9	-12	7	0.032	-3
36	O=C(c1ccc(=O)oc1)N1CCN(c2ccc(F)cc2)CC1	0.9	7	-5	0.65	-5
37	O=C(CCCCn1c(=O)c2ccccc2n(CC(=O)Nc2ccccc2)c1=O)NCc1ccco1	0.9	11	-10	0.08	-36
38	CN1CCN(C(=O)CC23CC4CC(CC(C4)C2)C3)CC1	1	-15	4	-1.3	13
39	Cc1n[nH]c(=O)nc1N1CCc2ccccc2C1	0.9	-3	6	0.85	25
40	COc1ccc2nc(COC(=O)c3ccco3)c(C(C)=O)[n+]([O-])c2c1	0.9	7	nt	0.21	-25

item	Autofluor 339	SF1 activator	NADH coupling	M1 agonist
33	1.1	-1	4%	1
34	1.1	-10	2%	0.72
35	1	8	3%	0.66
36	1.4	5	5%	-0.56
37	1.1	-18	7%	0.051
38	1.1	15	2%	0.37
39	1.1	-11	7%	0.046
40	1.3	2	3%	0.091

(next part)
item	SMILES	TNAP act mid DEA	tolC growth inh	Ec RNAP inh	M1 antagonist	RORA act
41	CCC1Oc2nc(SC)nnc2-c2ccccc2N1C(=O)c1ccccc1 (stereo not drawn)	1	-4	8	0.31	54*
42	CC(C)n1c(Sc2nccn2C)nc2c1c(=O)n(C)c(=O)n2C	1	-1	7	0.72	-15
43	Cn1c(-c2ccc(F)cc2)cnc1SCC(=O)NCc1ccco1	0.9	-7	10	0.32	0
44	O=C(c1cc(-c2cccs2)on1)N1CCOCC1	0.9	-14	-1	0.41	51*

item	Autofluor 339	SF1 activator	NADH coupling	M1 agonist
41	1.1	50*	4%	1.2
42	1.1	-3	8%	0.64
43	1	-7	6%	-0.0071
44	1.1	48	6%	0.31

Results in sequence from the entries so far:
Nos. 41–44 in SF1 activator: 50*, -3, -7, 48
Nos. 41–44 in M1 agonist: 1.2, 0.64, -0.0071, 0.31
